Source: PubChem
DAX1 inh-1 = inhibitors of human orphan nuclear receptor DAX1 (NR0B1). P51843. HEK293 Gal4-DAX1 luciferase reporter, luminescence. inhibition, % at 6.75 µM. 340,000 tested, 0.99% active. AID 504766;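 active = inhibition above the mean over all tested compounds plus 3 SD, cut at about 4.2% in these data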;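 also: 0% = DAX1-transfected cells with DMSO and 100% = empty-vector control cells with DMSO; inhibition shows as a rise in luminescence from relieved DAX1 repression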
Target sequence (P51843 207-470 limits assumed): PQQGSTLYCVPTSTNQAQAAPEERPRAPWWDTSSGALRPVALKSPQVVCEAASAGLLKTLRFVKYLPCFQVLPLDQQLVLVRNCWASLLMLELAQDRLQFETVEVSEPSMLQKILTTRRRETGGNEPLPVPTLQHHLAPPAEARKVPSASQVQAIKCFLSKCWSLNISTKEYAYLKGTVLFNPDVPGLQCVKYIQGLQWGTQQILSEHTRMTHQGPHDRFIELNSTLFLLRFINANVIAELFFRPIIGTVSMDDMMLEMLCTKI
ADAM10 inh = ADAM10 inhibition, QFRET primary screen; 370,000 tested, 0.62% active; inhibition, % at 7 µM; recombinant ADAM10, EDANS/DABCYL FRET peptide cleavage, 3 h; O14672; AID 720582;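 active = inhibition above a per-campaign cutoff equal to the mean of compounds falling between control-based bounds plus 3 SD, cut at about 20% in these data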;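 also: 0% = DMSO wells while the 100% control is not disclosed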
ssDAF-12 act = S. stercoralis DAF-12 activation, primary screen. HEK293 ssDAF-12/GRIP1 lit1-tk-luc reporter, luminescence; % of 3 µM dafachronic acid response. activation, % at 6.8 µM. 370,000 tested, 1% active. AID 652126;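 active = activation above the mean over all tested compounds plus 3 SD, cut at about 0.9% in these data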;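 also: 0% = DMSO-only wells and 100% = 3 µM delta7-dafachronic acid wells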
sPLA2-III inh = Inhibits HGIII-sPLA2 liposome hydrolysis, primary screen. Q9NZ20. QFRET BODIPY PC-A2 liposome hydrolysis, fluorescence. inhibition, % at 12.2 µM. 370,000 tested, 0.56% active;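 active = inhibition above mean plus 3 SD of compounds lying within the high and low control bounds, cut at about 19% in these data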;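 also: 0% = median of test compound wells and 100% = no enzyme DMSO wells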
hcDAF12 agonist = H. contortus DAF-12 activation, primary screen. HEK293 hcDAF-12 lit1-tk-luc reporter, luminescence; 0% DMSO, 100% Δ7-dafachronic acid. activation, % at 6.8 µM. 370,000 tested, 1.4% active;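 active = activation above the mean of all tested compounds plus 3 SD, cut at about 5.5% in these data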;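 also: 100% = response to 3 µM Δ7-dafachronic acid high control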
hgDAF12 agonist = hgDAF-12 agonism, primary luciferase screen; HEK293 GAL4-hgDAF12 UAS-luciferase reporter, agonist luminescence; normalized to butyrate control; AID 687014; activation, % at 6.8 µM; 370,000 tested, 1.8% active;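 active = activation above a cutoff set at the mean of all screened compounds plus 3 SD, cut at about 10% in these data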;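 also: 0% = DMSO wells and 100% = sodium butyrate wells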
FXN GAA850 act = increases GAA850 frataxin promoter reporter activity; HEK293 lucGAA850 FXN promoter luciferase reporter, 24 h; percent of 10 µM SAHA response; activation, % at 6 µM; 360,000 tested, 0.56% active;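 active = activation above the average of all compounds screened plus 3 SD, cutoff fixed separately per campaign, cut at about 7.5% in these data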;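 also: 0% = DMSO wells and 100% = 10 µM SAHA wells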
DAX1 inh-2 = inhibitors of DAX1 repression of SF-1 activated StAR promoter | inhibition, % at 6.8 µM | HEK293T StAR-luciferase reporter, SF-1/DAX-1 repression relief | AID 652010 | 370,000 tested, 1.1% active;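 active = inhibition above the mean over all tested compounds plus 3 SD, cut at about 3.6% in these data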;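 also: 0% = DAX-1 cells with DMSO and 100% = cells lacking DAX-1 with DMSO; higher inhibition means more luminescence from relief of DAX-1 repression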
PLCb3 inh = blocks human PLC-beta3 enzyme activity; inhibition, % at 12.2 µM; Purified PLC-beta3, fluorogenic substrate, fluorescence; 370,000 tested, 0.18% active; in the data active = inhibition above about 11%;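 also: 0% = median of compound wells on plate and 100% = full blocker control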
ADAM17 inh = inhibits human ADAM17; recombinant ADAM17, EDANS/DABCYL FRET peptide cleavage; inhibition, % at 6.95 µM; 370,000 tested, 0.83% active; AID 720648;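 active = inhibition above the mean of compounds lying between control limits plus 3 SD, set per campaign, cut at about 8.5% in these data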;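 also: 0% = DMSO-only wells as the low control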
Target sequence (P78536 215-824 limits assumed): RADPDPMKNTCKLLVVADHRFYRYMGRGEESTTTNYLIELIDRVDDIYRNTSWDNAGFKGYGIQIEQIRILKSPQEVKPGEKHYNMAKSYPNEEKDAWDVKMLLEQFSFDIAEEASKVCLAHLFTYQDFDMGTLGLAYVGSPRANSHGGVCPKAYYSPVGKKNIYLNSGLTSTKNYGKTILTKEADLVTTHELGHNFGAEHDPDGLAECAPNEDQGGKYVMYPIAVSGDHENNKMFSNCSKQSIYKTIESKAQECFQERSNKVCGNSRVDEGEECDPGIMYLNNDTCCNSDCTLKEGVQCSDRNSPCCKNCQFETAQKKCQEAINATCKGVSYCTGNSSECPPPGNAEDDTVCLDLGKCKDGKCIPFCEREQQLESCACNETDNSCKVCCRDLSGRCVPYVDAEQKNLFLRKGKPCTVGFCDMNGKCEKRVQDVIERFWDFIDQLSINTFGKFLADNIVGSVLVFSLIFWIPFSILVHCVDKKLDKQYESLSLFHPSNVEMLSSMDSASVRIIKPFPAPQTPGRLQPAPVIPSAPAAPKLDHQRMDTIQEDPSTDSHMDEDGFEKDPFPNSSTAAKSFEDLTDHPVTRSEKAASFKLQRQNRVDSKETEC
PLCg1 inh = inhibitors of human phospholipase C gamma1; P19174; purified PLC-gamma1, fluorogenic substrate, fluorescence; inhibition, % at 12.2 µM; 370,000 tested, 0.84% active; AID 720700; in the data active = inhibition above about 9.5%
Numbers without * were called inactive; i = inactive; . = no result given.

SMILES | DAX1 inh-1 | ADAM10 inh | ssDAF-12 act | sPLA2-III inh | hcDAF12 agonist | hgDAF12 agonist | FXN GAA850 act | DAX1 inh-2 | PLCb3 inh | ADAM17 inh | PLCg1 inh
CS(=O)(=O)c1cnc2c(S(=O)(=O)c3ccccc3)cnn2c1N | 0.4 | -2 | -1.9 | 1 | -0.5 | -1.9 | 0.5 | -0.3 | -5 | -2 | -1
COc1ccccc1OCCNC(=O)CN1C(=O)NC2(CCCC2)C1=O | -1.7 | -1 | -0.7 | -1 | -1.3 | -0.6 | -0.3 | 1.5 | -3 | 9.3* | 5
CCOC(=O)N1CCC(NC(=O)c2ccc3c(=O)n4c(nc3c2)CCCC4)CC1 | 0.3 | -1 | -1.1 | -2 | -1.7 | -1.5 | -0.6 | -0.5 | 0 | -4 | -2
NC(=O)C1CCN(C(=O)c2cc(Cl)c3c(c2)OCCO3)CC1 | 1.5 | -11 | -0.9 | 3 | 0.9 | -2.7 | -1.2 | 0.1 | 3 | -1 | -1
Cc1cc(C)nc(/N=C(\N)Nc2ccc(SC(F)F)cc2)n1 | -0.1 | 4 | -2.5 | 3 | -2.4 | 1.1 | -3.1 | -1.0 | -5 | -2 | 1
CC1CN(/C(=N\S(=O)(=O)c2ccccc2)c2ccccc2)CC(C)O1 (centres undefined) | 2.4 | -2 | -2.3 | 0 | -0.6 | 3.7 | 0.7 | -0.4 | -7 | -4 | -1
COc1ccc(C2CC(=O)C=C(NC3CCCC3)C2)cc1 (centres undefined) | -0.5 | 2 | -1.4 | -2 | -1.5 | -0.2 | 1.9 | -0.2 | -1 | -6 | -2
Cc1n[nH]c(=O)c2c(NC(=O)CSc3nn(-c4ccccc4)c(=S)s3)oc(C)c12 | 1.0 | -6 | 1.1* | 3 | 2.7 | -1.4 | -1.6 | -0.6 | -16 | -4 | -4
CC(=O)CCc1ccc(OCC(O)CNCCOc2ccc(C)cc2)cc1 (centres undefined) | 1.7 | 3 | -0.6 | -5 | -2.1 | -0.5 | 0.0 | -0.3 | 0 | -1 | 1
CCOC(=O)C1=C(CC)Nc2ccccc2N=C1NC(=O)c1ccc(S(=O)(=O)N2CCOCC2)cc1 | 0.2 | -12 | -1.0 | -6 | -2.7 | -4.5 | -3.7 | -0.4 | -1 | -5 | 0
COc1ccccc1CNC(=O)C1CCCC1 | 2.4 | 2 | -0.6 | 7 | -1.9 | 0.5 | 1.8 | 0.8 | -4 | -2 | 0
CSc1ccccc1OCc1cc(C(=O)N2CCc3sccc3C2)no1 | -1.7 | 10 | -1.5 | -4 | -2.9 | 0.7 | -1.3 | -0.3 | -4 | 6 | 1
CCN(CC)CCOc1ccc(-c2c(C)c3c(ccc4ccccc43)oc2=O)cc1 | 1.6 | -39 | -0.8 | 5 | 1.8 | 2.3 | -2.4 | 2.0 | -244 | -5 | -188
Cc1ccc(S(=O)(=O)N(Cc2cc3ccc(C)cc3[nH]c2=O)c2ccccc2)cc1 | 3.5 | -5 | -1.0 | 7 | -0.4 | 1.8 | 0.8 | -1.0 | -4 | -3 | -1
CCC(C)(C)NC(=O)C(c1ccccc1Cl)N(Cc1cccnc1)C(=O)CCC(=O)Nc1cc(C)on1 (centres undefined) | 0.2 | -8 | -1.0 | 1 | -1.2 | -0.1 | 2.0 | 0.1 | -4 | -3 | 1
CCC1=NN(C(=O)C(=O)Nc2ccc(OC)cc2)C(O)(C(F)(F)F)C1 (centres undefined) | 0.3 | -3 | -1.6 | -6 | -0.8 | 0.2 | 2.1 | 0.3 | 0 | 2 | 2
CC(C)CC(=O)Nc1ccc(C(=O)CN2CCN(c3ccc(O)cc3)CC2)cc1 | 0.9 | -19 | -1.6 | -8 | -2.2 | 0.0 | 0.0 | 0.0 | -14 | 3 | -5
CC(OC(=O)CC1CC2CCC1C2)C(=O)Nc1ccc(N2CCOCC2)cc1 (centres undefined) | -0.1 | -3 | -1.6 | -3 | -0.8 | 1.4 | 1.9 | -0.2 | -2 | -1 | -3
COC(=O)c1ccccc1C(=O)c1ccc2c(c1)NC(=O)CO2 | 0.2 | 0 | -2.1 | 2 | -1.0 | 1.4 | 1.9 | -0.6 | -3 | -2 | -1
Cc1cc(C(=O)NNC(=O)CN2C(=O)NC3(CCCCC3)C2=O)c(C)o1 | 1.4 | -5 | -1.3 | 8 | -0.3 | 1.2 | -1.2 | 2.9 | -1 | 3 | 5
O=S(=O)(c1sccc1Br)n1c(CN2CCOCC2)nc2ccccc21 | . | -3 | -1.5 | -1 | -3.0 | -1.6 | . | 0.0 | -1 | -2 | 0
Cc1cc(N2CCN(C)CC2)nc2ccc(NC(=S)NCc3cccs3)cc12 | -2.0 | -76 | -1.3 | -6 | 0.0 | 2.4 | -1.4 | -0.4 | -41 | -33 | -18
CC(C)(C)c1cc(/C=N/NC(=O)Cc2nc3ccccc3[nH]2)cc(C(C)(C)C)c1O | 0.5 | i | -1.0 | 7 | -1.3 | -1.7 | -1.4 | 0.1 | -153 | -169 | -100
CCN(C(=O)CSc1n[nH]c(N)n1)C1CCCCC1 | -0.2 | 1 | -1.6 | 4 | 0.1 | 1.3 | -1.4 | 0.2 | -4 | -5 | 1
CC(C)(C)C(=O)CSc1ncccn1 | 1.4 | -6 | 0.1 | 1 | 5.2 | 4.0 | 2.1 | 1.6 | 4 | 0 | 3
COC(=O)C(CC(C)C)Oc1ccc2c(C)cc(=O)oc2c1 (centres undefined) | -0.3 | -87 | -0.9 | -7 | -1.4 | 0.5 | -0.9 | 0.2 | -2 | -26 | -5
CCc1nc2c(OCC(=O)C(C)(C)C)cccn2c1N(C)C(=O)CC(C)C | . | -12 | -1.1 | -5 | -0.6 | -0.2 | -1.2 | -0.9 | -7 | 0 | -6
COc1ccccc1NC1=NC(c2ccc(Cl)cc2)N=C(N)N1 (centres undefined) | 2.0 | -9 | -1.7 | -4 | -0.9 | -0.7 | -0.1 | -1.8 | -1 | -2 | 4
Cc1ccc(NC(=O)c2ccc(NS(=O)(=O)c3ccc4[nH]c(=O)[nH]c4c3)cc2)nc1 | -0.8 | -3 | -1.1 | -5 | -1.3 | -0.1 | -1.0 | 1.7 | -3 | 1 | 2
COc1cc(C(C)=O)ccc1OCC(=O)Nc1ccc2nc(C)sc2c1 | -1.3 | -4 | -1.2 | 0 | -2.1 | -0.6 | -1.1 | -1.3 | -5 | 1 | 1
CCCn1cnc2c(SCc3ccc(Cl)cc3)nc(N)nc21 | 2.1 | -12 | -1.7 | -2 | -2.7 | -3.3 | 9.8* | 1.6 | 2 | 3 | 2
N#Cc1sc2nc3c(c(-c4ccco4)c2c1N)CCCC3 | -0.3 | -20 | -1.5 | -6 | -3.5 | -3.0 | 3.5 | -1.2 | -476 | -12 | -395
Cc1ccccc1C(=O)NCCCc1ccccc1 | 0.6 | -11 | -0.7 | 5 | 1.3 | 4.6 | 1.6 | 0.8 | 3 | -3 | 11*
O=C(Cc1c[nH]c2ccccc12)Nc1nc2ccccc2[nH]1 | 1.6 | -14 | 1.9* | -31 | 3.2 | 6.0 | 2.5 | 1.1 | -15 | -3 | -14
COc1cccc(N2CCC(N3CCN(C)C(CCO)C3)CC2)c1 (centres undefined) | 2.5 | 3 | -1.4 | -2 | 1.0 | 1.6 | 2.5 | 0.2 | -10 | -1 | -3
NC(=O)C1(C(N)=O)OC1c1ccc(Cl)c(Cl)c1 (centres undefined) | 0.7 | -5 | -1.0 | 5 | -2.6 | -2.2 | 0.8 | 0.3 | -5 | -5 | 0
Cc1ccc(S(=O)(=O)N2[C@H](CC(=O)OCc3ccccc3)OC[C@@H]2C(C)C)cc1 | . | 5 | -1.2 | -9 | -0.9 | -0.1 | . | -0.9 | 4 | 7 | 4
O=c1c(C(c2nnnn2C2CCCCC2)N2CCCCC2)coc2ccc(Cl)cc12 (centres undefined) | 0.0 | -3 | -1.4 | -23 | 0.7 | 2.5 | 3.3 | -0.3 | -8 | -4 | -7
CC(C)(C)c1cn(-c2ccc(F)cc2)c(=S)[nH]1 | 0.3 | 7 | -1.2 | 10 | -1.2 | -1.2 | -1.2 | -0.7 | 4 | -2 | 2
CC(C)(C)NC(=O)C(c1ccc(O)cc1)N(Cc1ccccc1)C(=O)CCC(=O)Nc1nccs1 (centres undefined) | -0.6 | 6 | -1.2 | -19 | -0.8 | -0.6 | 0.4 | -0.2 | -6 | 1 | 0
COC(=O)C[C@H]1CC[C@H]2[C@H](COc3ccc(NS(=O)(=O)c4cccc(OC)c4)cc3C(=O)N2C)O1 | . | -1 | -0.5 | -3 | -2.4 | 3.0 | . | -1.6 | 1 | -1 | 0
COc1ccc(N(C)C(=O)c2sc(Cl)nc2C)cc1 | -0.3 | 3 | -1.3 | 3 | -1.2 | 0.4 | -1.0 | -0.3 | -3 | 1 | 4
COc1ccc(C(=O)N(CC2CCCO2)C(C(=O)NCCC(C)C)c2ccc(C)cc2)cc1OC (centres undefined) | -1.5 | 0 | -0.8 | 1 | -2.4 | -2.5 | 1.9 | -0.9 | -1 | -3 | -2
Cc1cccc(/C=C\c2nc3ccccc3c(=O)[nH]2)c1 | 0.6 | -101 | 0.5 | -5 | 5.3 | 15* | -3.4 | 3.6* | -12 | -21 | -10
CCC(=O)Nc1ccc2c(c1)C(=O)N(C)[C@H]1CC[C@H](CC(=O)NCCOC)O[C@@H]1CO2 | . | 3 | -1.1 | -10 | -0.7 | -3.1 | . | 0.9 | 7 | -2 | 6
CCCn1c(NCc2cc(C)ccc2O)nc2ccccc21 | -1.4 | 7 | -1.6 | -9 | -1.3 | 0.0 | 0.2 | -0.5 | 2 | 4 | 1
CC(C)NC(=O)c1ccc(-n2nc(C(F)(F)F)c3c2CCCC3)cc1 | 0.0 | 4 | -1.2 | 12 | -2.1 | -0.1 | 0.9 | -0.4 | -75 | -1 | 2
O=C(O)c1cccc(-n2cccc2/C=C2/NC(=O)N(c3cccc(Cl)c3)C2=O)c1 | -3.1 | -3 | -0.9 | -18 | 0.8 | -1.1 | 1.5 | -0.6 | -14 | -1 | 1
CCc1cc2c(N3CCN(C(=O)c4ccco4)CC3)ncnc2s1 | -1.3 | -3 | -1.2 | 0 | -2.4 | -1.9 | 1.9 | 0.0 | -7 | -7 | -4
CC(C)C1CC2=C(C(=O)OC(C)(C)O2)C(c2ccc(Cl)cc2)O1 (centres undefined) | . | -5 | -0.2 | 1 | -0.9 | -1.1 | . | -0.6 | -1 | 0 | -5
CCc1c(C(=O)NN2C(=O)C3CCCCC3C2=O)csc1C (centres undefined) | 0.0 | 2 | -0.8 | 6 | -2.0 | -0.6 | 0.3 | 0.2 | 2 | -2 | -4
CN1/C(=C\C(=O)C[n+]2cccc(Br)c2)C(C)(C)c2ccccc21 | -2.6 | -1 | -2.8 | -14 | -4.3 | -6.6 | -2.6 | -4.5 | -4 | -2 | 2
